eIF4E-4G inh – inhibitors of eIF4E and eIF4G interaction in translation initiation; TR-FRET eIF4E-eIF4GI(517-606) binding, 2 h; inhibition, % at 21.7 µM; 220,000 compounds, 0.37% hits; AID 782;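 further: 0% = full FRET control wells and 100% = background wells lacking eIF4GI fragment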
14-3-3 Bad PPI – disrupts binding of bovine 14-3-3 zeta to phospho-Bad peptide | P63103 | TR-FRET 14-3-3zeta/Dy647-pBad peptide displacement, 1 h | inhibition, % at 21.7 µM | 220,000 compounds, 0.71% hits | AID 781;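 active means inhibition above about 70%, limit read from the data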;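 further: 0% = full 14-3-3 plus peptide FRET controls and 100% = background without 14-3-3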
Furin inhibitor – human furin inhibition | inhibition, % at 30 µM | 220,000 compounds, 0.061% hits | purified furin, fluorogenic substrate cleavage; in the data active means inhibition above about 25%; further: inactives centre near -15
Target sequence (P09958 108-714 limits assumed): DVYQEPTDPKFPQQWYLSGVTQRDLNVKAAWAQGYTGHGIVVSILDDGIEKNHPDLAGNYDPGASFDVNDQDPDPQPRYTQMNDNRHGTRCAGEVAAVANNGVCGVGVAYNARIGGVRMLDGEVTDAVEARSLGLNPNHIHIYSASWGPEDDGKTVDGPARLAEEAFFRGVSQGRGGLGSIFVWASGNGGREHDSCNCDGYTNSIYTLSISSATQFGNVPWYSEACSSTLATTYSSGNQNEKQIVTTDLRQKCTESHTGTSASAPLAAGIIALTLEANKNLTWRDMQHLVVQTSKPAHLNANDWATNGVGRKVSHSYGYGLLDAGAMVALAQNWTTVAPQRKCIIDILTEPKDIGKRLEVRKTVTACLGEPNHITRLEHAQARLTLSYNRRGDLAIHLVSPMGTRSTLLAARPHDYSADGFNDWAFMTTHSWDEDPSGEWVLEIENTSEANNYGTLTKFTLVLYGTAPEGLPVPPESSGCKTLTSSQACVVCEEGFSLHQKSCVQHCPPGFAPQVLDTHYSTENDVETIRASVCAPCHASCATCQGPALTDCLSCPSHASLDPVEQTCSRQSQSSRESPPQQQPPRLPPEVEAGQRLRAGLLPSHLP
NCF1 inh – blocks human p47phox regulatory protein of NADPH oxidases; inhibition, % at 24.7 µM; p47phox/p22phox peptide binding, fluorescence polarization, 2 h; P14598; AID 1274; 220,000 compounds, 0.53% hits;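 further: 0% = p47phox with labelled peptide and 100% = labelled peptide alone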
Rad51 HR inh – blocks human Rad51 in homologous recombination; Q06609; hRad51 DNA strand exchange, fluorescence dequenching; inhibition, % at 10 µM; 200,000 compounds, 0.085% hits;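 active means inhibition above 40% at the single screening dose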;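 further: 0% = DMSO control wells and 100% = blanks with heterologous ssDNA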
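System: human Rad51 nucleoprotein filaments preassembled on unlabelled ssDNA. Reagent: labelled 47-mer dsDNA for strand exchange. Schedule: 30-min compound preincubation and 15-min exchange, both room temperature. Measured by: FRET fluorescence dequenching, excitation 485 nm, emission 520 nm. Read-out: Fluorescence-based percent inhibition, control- and blank-normalised. Benchmarks: plate controls and plate blanks.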
EBV gp42 inh – inhibitors of Epstein-Barr virus glycoprotein 42. Fluorescence polarization binding assay, mP read-out. 220,000 compounds, 0.42% hits. inhibition, % (tested at 21.74 µM); in the data active means inhibition above about 50%
Target sequence (Q1HVG2 whole entry, looked up): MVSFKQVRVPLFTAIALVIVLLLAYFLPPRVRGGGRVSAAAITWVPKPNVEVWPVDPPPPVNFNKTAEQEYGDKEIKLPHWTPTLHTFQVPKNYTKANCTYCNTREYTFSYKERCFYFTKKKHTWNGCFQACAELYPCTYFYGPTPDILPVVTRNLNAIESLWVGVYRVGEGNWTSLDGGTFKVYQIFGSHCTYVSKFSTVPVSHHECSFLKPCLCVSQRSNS
KCC2 mod – KCC2 (human) Cl- transport modulation | 190,000 compounds, 2.2% hits | Q9H2X9 | KCC2 cells, thallium flux FluoZin-2 fluorescence | B-score of Tl+ flux slope (higher = more flux/activation; lower = inhibition) at 10 µM;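 active means thallium flux slope and its plate-corrected score both differing from the plate sample mean at a set confidence after two filtering rounds, in either direction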;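 further: slope of fluorescence scaled to starting intensity during 10 to 20 s after thallium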
thrombin 1536 – thrombin (human) inhibition; 220,000 compounds, 0.26% hits; inhibition, % at 5 µM; AID 1046; P00734; alpha-thrombin, Boc-VPR-AMC fluorogenic substrate cleavage;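 active means inhibition at or above 40%; inactive means inhibition below 40%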;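 further: 0% = enzyme with no compound and 100% = wells without enzyme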
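signal = AMC fluorescence, 355/460 nm | material = human alpha-thrombin enzyme | control set = enzyme without compound as high, wells lacking enzyme as low | times = reaction at room temperature | read-out basis = percent inhibition scaled between no-compound controls and no-enzyme blanks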
hK5 inh – inhibitors of human kallikrein 5; Q9Y337; recombinant hK5, fluorogenic AMC substrate cleavage; inhibition, % at 5 µM; 210,000 compounds, 0.59% hits; AID 873;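 active means inhibition of 40% or more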;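 further: 0% = enzyme controls without compound and 100% = no-enzyme blanks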
The depositor's hits bear a star; . = not tested or not shown; [ ] = remark or other dose.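 How the source made its calls, unless noted: active means inhibition above about 30% (limit read from the data); inactive means the rest.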

entry	Compound	eIF4E-4G inh	14-3-3 Bad PPI	Furin inhibitor	NCF1 inh	Rad51 HR inh	EBV gp42 inh	KCC2 mod	thrombin 1536	hK5 inh
1	COc1ccc(/C=N/NC(=O)CSCC(=O)Nc2ccccc2)cc1OC	12[fluorescence artefact?]	23	-29	3	-7	3	0.63	-16	-20
2	COc1ccc(NC(=O)COc2ccc3oc(=O)cc(C)c3c2)cc1	-4	-2	-20	-1	.	-14	-1	-8	0
3	COc1ccc2c(c1)[nH]c1c(=O)n(/N=C/C3C(C)C=C(C)CC3C)c(=O)[nH]c12 (stereo unspecified)	4	-11	-28	4	18	-12	0.89	1	-3
4	CCCCNC(=O)c1onc(CSc2ccncc2)c1C(=O)NCCCC	3	-3	-17	-18	-3	-13	0.46	1	10
5	O=C(CCN1C(=O)c2ccccc2S1(=O)=O)Nc1ccccc1	-5	-8	-34	-7	3	-10	0.99	-7	-1
6	COCCOC(=O)/C(=C\c1cc(C(C)(C)C)c(O)c(C(C)(C)C)c1)C(C)=O	13	-1	-9	-12	0	-20	-0.98	-4	-6
7	Cc1ccc(C)n1C1CCS(=O)(=O)C1 (stereo unspecified)	-8[fluorescence artefact?]	-19[fluorescence artefact?]	-23	-14	.	0	1.7	-11	-10
8	COC(=O)c1ccc(Oc2c(Cl)cccc2[N+](=O)[O-])cc1	1[fluorescence artefact?]	-14[fluorescence artefact?]	-22	-9	.	-1	-0.33	-1	-6
9	CC(O)/C=C/c1cccc[n+]1C (stereo unspecified)	-11[fluorescence artefact?]	24[fluorescence artefact?]	-23	-7	4	-39	.	1	-17
10	S=C(Nc1ccc(Oc2ccccc2)cc1)N1CCN(c2ccccn2)CC1	0	-12	-19	-3	-22	20	0.014	-6	-12
11	CCc1cccc2sc(NC(=O)c3ccc(N4C(=O)CCC4=O)cc3)nc12	-7	6[fluorescence artefact?]	-10	7	.	-8	-0.78	-1	1
12	COc1ccc(-c2cn3ccccc3n2)cc1OC	10[fluorescence artefact?]	51	-28	-1	-6	-13	.	5	-51
13	Cc1ccc(S(=O)(=O)NCc2ccc(C(=O)NCCN(Cc3ccccc3)C(C)C)cc2)cc1	1	-12	-24	-2	-43	-8	0.19	2	-4
14	C=CCNC(=O)CN1CCC(O)(c2ccc(F)cc2)CC1	-14	0	-34	-4	7	-5	0.072	-18	-15
15	C=CCn1c(SCC(=O)Nc2ccc(-c3nc4ccc(C)cc4s3)cc2)nnc1-c1ccccc1	33*[fluorescence artefact?]	92*[fluorescence artefact?]	-32	13	-11	-16	-0.19	-6	-22
16	O=[N+]([O-])c1ccc(Sc2n[nH]c(-c3ccncc3)n2)nc1	1	-5	-3	5	-15	3	0.027	-10	-6
17	O=P(COCCO)(c1ccccc1)c1ccccc1	6	-14	-28	-7	-6	-16	-0.33	-3	-2
18	CC(C)(C)NC(=O)CN(Cc1cccs1)C(=O)CNS(=O)(=O)c1ccccc1	.	.	-13[20 µM]	-12	-2	14	.	-6	-9
19	Cc1c(N2C(=O)C(=O)/C(=C(/O)c3ccc(Cl)cc3)C2c2ccccc2)c(=O)n(-c2ccccc2)n1C (stereo unspecified)	-5[fluorescence artefact?]	-3	-29	-21	.	-18	0.48	-4	-24
20	COc1ccc(Nc2ncc(F)c(N3CCOCC3)n2)cc1	1	1	-26	-10	.	-15	-1.1	-2	.

Among those listed so far, 2 contain fluorine:
entry	Compound	eIF4E-4G inh	14-3-3 Bad PPI	Furin inhibitor	NCF1 inh	Rad51 HR inh	EBV gp42 inh	KCC2 mod	thrombin 1536	hK5 inh
14	C=CCNC(=O)CN1CCC(O)(c2ccc(F)cc2)CC1	-14	0	-34	-4	7	-5	0.072	-18	-15
20	COc1ccc(Nc2ncc(F)c(N3CCOCC3)n2)cc1	1	1	-26	-10	.	-15	-1.1	-2	.

Additional results
entry	Compound	eIF4E-4G inh	14-3-3 Bad PPI	Furin inhibitor	NCF1 inh	Rad51 HR inh	EBV gp42 inh	KCC2 mod	thrombin 1536	hK5 inh
21	CN1CCN(C2=Nc3c(Cl)cc(Cl)c4cccc2c34)CC1	5	-12	-7	-2	-22	63*	0.76	1	19
22	COc1cccc(CNC(=O)Cn2cc3c(n2)CCCCC3)c1	0[fluorescence artefact?]	-4[fluorescence artefact?]	-16	-8	8	-11	-0.69	-3	-5
23	O=C(O)c1ccccc1Sc1ccccc1S(=O)(=O)NC1CCCCC1	-4	1	-11	0	4	-8	0.13	-11	-10
24	CC(Nc1c([N+](=O)[O-])c(=O)oc2ccccc12)C(Cl)c1ccccc1 (stereo unspecified)	2	-1	-21[20 µM]	-1	-3	-11	-1.6	-3	-7
25	Cc1sc2c(c1C)CN(CCN1CCOCC1)CN2C(=O)c1ccccc1	2	-21	-21	-9	12	-3	0.3	-7	-1
26	Fc1ccc(CNC(=S)NC2CCCCCC2)cc1	-2	-4	-23	-1	7	-11	-1.4	-4	-9
27	NS(=O)(=O)c1ccc(N=Cc2ccc(Br)s2)cc1	-5	-7	-13	-18	.	-22	0.72	6	-6
28	COc1cc(SC)ccc1C(=O)NCCCOC(C)C	-3	-3[fluorescence artefact?]	-12[20 µM]	-11	8	2	.	6	-24
29	CC(C)CNC(=O)CC(=O)N/N=C/c1ccc(F)cc1	2	-6	-19	-8	16	2	0.25	-2	-11
30	O=C(Nc1nc(-c2ccccc2)cs1)c1ccccc1NS(=O)(=O)c1ccc(F)cc1	3[fluorescence artefact?]	13[fluorescence artefact?]	-8	-54	.	3	-6.5*	-7	-11
31	C/C(=N\Nc1ccc2nncn2n1)c1ccc(Br)s1	4	16	-8	-4	18	2	-0.18	-9	12
32	CC(=O)N(CCC1(c2ccc(C)cc2)CCOC(C(C)C)C1)Cc1ccco1 (stereo unspecified)	-7	4	-17	6	-2	-18	-1.5	-5	0
33	CCn1c(SCC(=O)c2[nH]c(C)c(C(C)=O)c2C)nnc1-c1ccccc1	1	39	-4[20 µM]	-12	0	-8	0.11	12	8
34	N#CC(C(=O)CCN1C(=O)C2CC=CCC2C1=O)c1nc2ccccc2[nH]1 (stereo unspecified)	-2	2	-12[20 µM]	-37	-7	2	0.57	-8	-3
35	CCOc1ccc2nc(SC3CC(=O)N(c4ccc(OC)cc4)C3=O)sc2c1 (stereo unspecified)	1	-1	-2[20 µM]	-7	-2	-15	0.3	-4	4
36	COC(=O)c1ccc(S(=O)(=O)N2CCC(c3nc4ccccc4o3)CC2)cc1	-2	19	-7[20 µM]	-46	1	-33	1.1	-7	-5
37	O=C1N/C(=C\c2ccc(O)cc2)C(=O)c2ccccc21	-12[fluorescence artefact?]	-34[fluorescence artefact?]	-13[20 µM]	-18	8	-22	-0.029	-2	3
38	O=C(Cn1nnc(-c2cccs2)n1)NCCc1ccccc1	5[fluorescence artefact?]	-9	-16[20 µM]	-11	3	-8	-0.086	-2	-13
39	COc1ccc(NC(=O)CSc2nncn2C)c([N+](=O)[O-])c1	2	7	-28[20 µM]	-16	1	-11	.	6	-2
40	COc1ccccc1NC(=O)c1cc(S(=O)(=O)N2CCC3(CC2)OCCO3)ccc1F	2	3	-20	-17	2	-25	.	-5	-8
41	CCCCOC(=O)c1sc2nc(C)cc(C)c2c1N	-3	-9	-18	-10	18	-8	0.18	-8	-9
42	CCOc1cc(C2C(C#N)=C(N)OC(C)=C2C(C)=O)c(Br)c(Br)c1OC(C)C (stereo unspecified)	7[fluorescence artefact?]	3	-6[20 µM]	-9	7	24	-0.52	-8	-13
43	O=S1(=O)N=C2CCCCCN2C(c2ccncc2)N1 (stereo unspecified)	3	0	-8	-21	-3	-19	0.96	-5	-1
44	O=C(NCc1ccco1)NC(=O)c1csc([N+](=O)[O-])c1	4	2	-30	-4	.	-4	-0.81	-7	-3
45	Cc1nnc(SCc2c(Cl)cccc2Cl)n(N)c1=O	4	-1	-17	-10	-5	-21	-1.2	-6	-4
46	O=C(Nc1ccc([N+](=O)[O-])cc1)Nc1ccc(N2CCOCC2)c2nonc12	-5	18	-31	-19	-10	21	-0.0093	-8	11
47	N/C(=N\OC(=O)c1ccc(Cl)cc1Cl)c1cccnc1	1	4	-23	-1	0	-22	0.56	-7	-5
48	CC(CCc1ccccc1)NC(=O)C(Cc1ccccc1)NS(=O)(=O)c1cccs1 (stereo unspecified)	-12	3	-27[20 µM]	-14	-318	-13	-3.6*	-3	-16
49	O=C(Nc1ccc(F)cc1)Oc1ccccc1N1CCOCC1	0	-3	-15	-8	19	-9	-0.66	-1	-6
50	COC(=O)CS(=O)(=O)c1ccc2c(c1)CC(=O)N2	-2	12	-11	-3	0	-13	0.18	2	4
51	O=C(Nc1ccc2nn(-c3ccccc3)nc2c1)c1cccs1	3[fluorescence artefact?]	1	-21	-5	12	-11	-1.3	-3	-8
52	COc1cc(C(=O)n2nc(C)cc2C)ccc1O	4	-5	-7[20 µM]	-8	-1	-16	-1	0	4
53	CNC(=O)CC(C(=O)O)c1ccc(OC(C)C)cc1 (stereo unspecified)	-5	-9	-7[20 µM]	-7	-2	-1	0.26	-7	-2
54	Cc1cc(Oc2ccccc2)nc(NCc2ccccc2)n1	1	5	-9[20 µM]	10	2	-13	0.011	1	8
55	O=S1(=O)CCN2C(c3cccc4ccccc34)=CSC2=N1	-1	-11	-27	-3	4	-11	-2.4	-10	-2
56	C/C(N)=C(/C#N)C(=O)COC(=O)c1cccc2ccccc12	26	13	-22	-9	6	-19	-1.4	0	-10
57	Cc1cccc(NC(=O)CSc2nnc([C@@H](N)Cc3ccccc3)o2)c1C	6[fluorescence artefact?]	4[fluorescence artefact?]	-14[20 µM]	-14	6	-11	-2.5	-20	0
58	Cc1nc2sc(C(c3cccc(F)c3)N3CCC(O)CC3)c(O)n2n1 (stereo unspecified)	2	8	-30	-6	-1	-17	0.01	5	6
59	O=C(NN1S(=O)(=O)c2ccccc2S1(=O)=O)c1ccc(Br)cc1	-4	-6	-19	6	-9	-12	0.85	-25	-6
60	CC1=CC(=C2C(=O)c3ccccc3C2=O)C=C(C)O1	-38[fluorescence artefact?]	-104[fluorescence artefact?]	-8	69*	.	7	-0.16	-3	-12
61	CCOc1ccccc1NC(=O)Cn1cnc2c(cnn2-c2ccc(C)c(C)c2)c1=O	1	-6	-7	-9	-7	0	-1.3	-2	-17
